# Growth percent in the NCI-60 one-dose screen (48 h, 10 µM unless noted): 100 = growth as untreated, 0 = no growth, -100 = all killed.
# SK-OV-3: SK-OV-3 ovarian cancer cells | AID 1794785 | actives 3.2% (n = 80,000)
# NCI-H23: NCI-H23 lung cancer; actives 4% (n = 80,000); AID 1794731
# OVCAR-4: OVCAR-4 ovarian cancer cells. actives 3.7% (n = 80,000)
# NCI-H522: NCI-H522 lung cancer | AID 1794739 | actives 8% (n = 78,000)
# NCI/ADR-RES: NCI/ADR-RES ovarian cells. actives 4.4% (n = 81,000)
# NCI-H322M: NCI-H322M lung cancer. AID 1794733. actives 2.7% (n = 80,000)
# NCI-H226: NCI-H226 lung cancer. actives 3.5% (n = 79,000). AID 1794732
# IGROV1: IGROV1 ovarian cancer | actives 4.7% (n = 79,000)
# NCI-H460: NCI-H460 lung cancer | AID 1794736 | actives 6.8% (n = 82,000)
# * = called active by the depositor; · = not tested or not shown; & = joins results of further samples. The calls were made as follows: active = growth percent below 10; inactive = the rest. Compounds were not picked by outcome; about 11% have a hit in one of these screens.
SMILES,SK-OV-3,NCI-H23,OVCAR-4,NCI-H522,NCI/ADR-RES,NCI-H322M,NCI-H226,IGROV1,NCI-H460
Clc1ccc(-c2cc(-c3ccc(Cl)cc3)cc(-c3ccc(Cl)cc3)c2)cc1,101,95,127,72,105,111,105,101,108
CCSc1cc(=O)[nH]c(N)n1,115,102,118,93,102,97,101,98,109
Nc1ccc(Oc2ccc(-c3ccccc3)cc2)cc1,105,109,114,102,110,95,111,97,117
CCCC(O)c1ccccc1C (stereo unspecified),106,99,111,100,103,95,102,104,106
c1ccc(Cn2cc(CCc3ccncc3)c3ccccc32)cc1,102,96,83,96,90,119,59,·,114
CC(=O)N1c2ccccc2NC2=C(C(=O)N(Cc3ccccc3)C2(C)C)C1c1ccco1 (stereo unspecified),23,21,49,22,83,45,66,27,4.8*
CC(=O)N1N=C(c2cccc(Nc3ccncc3)c2)CC1c1ccc(C)cc1 (stereo unspecified),86,92,87,94,92,105,89,91,100
O=C1NC(=O)C2(Br)Nc3ccc(Br)cc3C(=O)C2N1 (stereo unspecified),113,100,119,102,104,106,107,100,107
O=C(c1ccc([N+](=O)[O-])cc1)N(CCO)CCO,110,108,124,·,106,94,103,95,110
Nc1cc([N+](=O)[O-])ccc1C(=O)O,100,99,107,105,104,99,92,107,103
c1ccc(-c2nc3ccccc3[nH]2)nc1,106,99,109,92,108,103,110,111,119
COc1ccc(-c2nc(N)ncc2-c2ccc(Cl)cc2)c(O)c1,115,92,81,91,80,109,103,87,94
O=C1c2ccccc2C(=O)c2c(Nc3ccc(CCO)cc3)ccc(O)c21,73,93,72,71,82,68,·,45,56
O=C(O)/C=C/c1ccc2c(c1)CCC2,100,113,104,·,109,·,105,118,103
CC(C)(C)c1nn(-c2ccccc2)c2c1COCN2Cc1ccc(Cl)cc1,93,85,77,4.8*,95,101,88,117,81
Cc1ccc(NC(=O)c2cc3ccccc3cc2O)cc1,78,69,87,48,86,93,86,61,71
CCCCCCC1OCC(CC)(CCCC)CO1 (stereo unspecified),119,119,111,94,115,136,108,115,108
O=c1[nH]c(-c2ccccn2)nc2sc3c(c12)CCCCC3,53,57,24,21,15,48,69,45,19
Cc1cccc(Oc2ccc(Nc3ncnc4ccc(NC(=O)CN(C)C)cc34)cc2Cl)c1,16,78,45,30,47,17,93,3.8*,0.2*
C[C@]12CC[C@@H]3c4ccc(O)c(N)c4CC[C@H]3[C@@H]1CC[C@@H]2O,128,101,110,83,105,114,112,136,102
C=CCNc1nc2c(s1)CCc1cc(OC)c(OC)cc1-2,113,94,82,73,93,86,83,136,109
Cc1ccc(S(=O)(=O)Oc2ccc(NC(=O)c3ccc(Cl)cc3)cc2)cc1,99,102,96,84,99,91,109,98,103
CC1=C(C(=O)/C=C/c2c[nH]c3ccccc23)C(c2ccccc2)NC(=S)N1 (stereo unspecified),95,95,101,89,97,101,80,77,100
COC(=O)[C@]1(C)N[C@H](c2cn(-c3ccccc3)nc2-c2ccccc2)[C@@H]2C(=O)N(c3ccc(Cl)cc3)C(=O)[C@@H]21,90,93,110,90,99,100,111,101,108
Cc1cc2c(cc1C1(c3ncc(C(=O)O)cn3)CC1)C(C)(C)CCC2(C)C,91,91,89,86,99,101,87,105,104
CN(C)C(=S)SCCOc1ccc(Cl)cc1Cl,120,85,78,82,98,102,96,·,103
Cc1ccc(/C=C(/C2=NCCN2)n2cnc3ccccc32)cc1,94,101,102,97,103,94,92,100,104
O=CNCC1(c2ccccc2)CCN(Cc2ccccc2)CC1,113,102,115,83,105,98,101,104,112
CN1[C@@H]2CC[C@H]1/C(=C\c1ccccc1)C(=O)/C2=C/c1ccccc1,79,30,48,48,11,51,46,42,14
CCOC(=O)C(C(C)=O)C1C=Cc2ccccc2N1C(=O)c1ccccc1 (stereo unspecified),98,99,106,84,99,94,97,104,107

# Copied from the listing for reference:
SMILES,SK-OV-3,NCI-H23,OVCAR-4,NCI-H522,NCI/ADR-RES,NCI-H322M,NCI-H226,IGROV1,NCI-H460
c1ccc(Cn2cc(CCc3ccncc3)c3ccccc32)cc1,102,96,83,96,90,119,59,·,114
CC(=O)N1c2ccccc2NC2=C(C(=O)N(Cc3ccccc3)C2(C)C)C1c1ccco1 (stereo unspecified),23,21,49,22,83,45,66,27,4.8*
CC(=O)N1N=C(c2cccc(Nc3ccncc3)c2)CC1c1ccc(C)cc1 (stereo unspecified),86,92,87,94,92,105,89,91,100
O=C1NC(=O)C2(Br)Nc3ccc(Br)cc3C(=O)C2N1 (stereo unspecified),113,100,119,102,104,106,107,100,107
O=C(c1ccc([N+](=O)[O-])cc1)N(CCO)CCO,110,108,124,·,106,94,103,95,110
Nc1cc([N+](=O)[O-])ccc1C(=O)O,100,99,107,105,104,99,92,107,103
c1ccc(-c2nc3ccccc3[nH]2)nc1,106,99,109,92,108,103,110,111,119
COc1ccc(-c2nc(N)ncc2-c2ccc(Cl)cc2)c(O)c1,115,92,81,91,80,109,103,87,94
O=C1c2ccccc2C(=O)c2c(Nc3ccc(CCO)cc3)ccc(O)c21,73,93,72,71,82,68,·,45,56
O=C(O)/C=C/c1ccc2c(c1)CCC2,100,113,104,·,109,·,105,118,103
CC(C)(C)c1nn(-c2ccccc2)c2c1COCN2Cc1ccc(Cl)cc1,93,85,77,4.8*,95,101,88,117,81
Cc1ccc(NC(=O)c2cc3ccccc3cc2O)cc1,78,69,87,48,86,93,86,61,71
CCCCCCC1OCC(CC)(CCCC)CO1 (stereo unspecified),119,119,111,94,115,136,108,115,108
O=c1[nH]c(-c2ccccn2)nc2sc3c(c12)CCCCC3,53,57,24,21,15,48,69,45,19
Cc1cccc(Oc2ccc(Nc3ncnc4ccc(NC(=O)CN(C)C)cc34)cc2Cl)c1,16,78,45,30,47,17,93,3.8*,0.2*
C[C@]12CC[C@@H]3c4ccc(O)c(N)c4CC[C@H]3[C@@H]1CC[C@@H]2O,128,101,110,83,105,114,112,136,102
C=CCNc1nc2c(s1)CCc1cc(OC)c(OC)cc1-2,113,94,82,73,93,86,83,136,109
Cc1ccc(S(=O)(=O)Oc2ccc(NC(=O)c3ccc(Cl)cc3)cc2)cc1,99,102,96,84,99,91,109,98,103
CC1=C(C(=O)/C=C/c2c[nH]c3ccccc23)C(c2ccccc2)NC(=S)N1 (stereo unspecified),95,95,101,89,97,101,80,77,100
COC(=O)[C@]1(C)N[C@H](c2cn(-c3ccccc3)nc2-c2ccccc2)[C@@H]2C(=O)N(c3ccc(Cl)cc3)C(=O)[C@@H]21,90,93,110,90,99,100,111,101,108
Cc1cc2c(cc1C1(c3ncc(C(=O)O)cn3)CC1)C(C)(C)CCC2(C)C,91,91,89,86,99,101,87,105,104
CN(C)C(=S)SCCOc1ccc(Cl)cc1Cl,120,85,78,82,98,102,96,·,103
Cc1ccc(/C=C(/C2=NCCN2)n2cnc3ccccc32)cc1,94,101,102,97,103,94,92,100,104

# (listing goes on)
SMILES,SK-OV-3,NCI-H23,OVCAR-4,NCI-H522,NCI/ADR-RES,NCI-H322M,NCI-H226,IGROV1,NCI-H460
COc1ccc(-c2cnnn2-c2nonc2-n2cccc2)cc1OC,62,68,91,27,18,97,89,62,41
CCCCCCCCCCCC1=NC(C)(C)CN1CC(C)O (stereo unspecified),83,64,70,57,87,92,93,30,63
O=C(NNC(=O)c1ccncc1)Nc1ccc(Br)cc1,98,99,116,·,105,111,109,106,111
CC1=C(c2cc(-c3ccc(Cl)cc3)c(C#N)c(N)n2)C(c2ccccc2)NC(=S)N1 (stereo unspecified),126,76,81,49,38,96,64,66,83
CN1CC(c2ccc(OCc3ccccc3)cc2)C(C(=O)c2ccccc2)C12C(=O)c1ccccc1C2=O (stereo unspecified),90,91,98,87,85,103,85,94,101
Cc1c(N)c(=O)n(-c2ccccc2)n1C,110&98,107&99,117&105,92,110&98,108&99,110&96,116&102,109&99
C=CCn1cc(-c2nc3ccccc3s2)c2cc(-c3ccc4c5c(cccc35)C(=O)N(CCO)C4=O)ccc21,107,100,100,89,98,99,90,78,98
COc1cccc(Cn2cc(C(=O)Nc3cccnc3Nc3ccc(O)cc3)nn2)c1,109,97,93,84,98,95,97,108,102
CC(C)C[C@H](NC(=O)CCn1ccc2ncccc2c1=O)B(O)O,95,85,91,65,101,88,23,103,103
c1cc(-c2nc3nccc(-c4ccsc4)n3n2)ccn1,102,106,112,95,104,103,92,99,100
O=C1NC(=O)C(=O)NC1=O,107,104,105,99,110,101,95,112,102
O=C(CC(SCc1ccccc1)c1ccccc1)c1ccccc1 (stereo unspecified),100,85,90,111,94,97,88,91,103
O=C1/C(=C/c2cccc3c2OCO3)Cc2c(F)cc(Br)cc21,113,97,105,104,108,113,106,110,117
COc1cc(CC2COC(=O)C2Cc2ccc(O)c(OC)c2)ccc1O (stereo unspecified),99,87,95,·,93,110,89,99,95
CC(=O)CC1CCCC1c1ccc2ccccc2c1 (stereo unspecified),101,96,112,93,102,96,95,101,101
CCOc1c(C#N)c(Nc2ccc(S(N)(=O)=O)cc2)c(C#N)c(=O)n1S(=O)(=O)c1ccccc1,112,92,105,87,100,103,94,94,102
O=c1oc2ccccc2cc1-c1csc(N=Nc2c(O)[nH]c3ccccc23)n1,110,92&98,99,94&93,102&100,102&102,97,99&107,102&100
COc1cc(CNC(=O)C[C@H](C)CCC=C(C)C)ccc1OCc1cn(-c2ccccc2[N+](=O)[O-])nn1,68,62,45,62,36,94,57,79,84
Cc1ccc(S(=O)(=O)N(CC[C@@H]2C[C@H]2c2cc3ccccc3o2)C(=O)c2cccnc2)cc1,107,77,66,69,83,95,88,103,96
Cc1cc(=O)[nH]c(SCC(=O)Nc2ccc(-c3nc4ccccc4[nH]3)cc2)n1,104,·,114,101,102,98,107,99,99
Cc1cc(O)c(/C=N/C(=S)Nc2ccccc2)c(=O)o1,102,86,95,100,98,96,111,97,111
N#Cc1c(N)n(-c2ccc(OC(F)(F)F)cc2)c2cc(F)ccc12,87,81,77,76,85,112,53,80,44
CCOC(=O)c1c(C)[nH]c(C)c(C(=O)OCC)c1=O,113,110,122,101,115,105,89,101,105
C=C(C)[C@@H]1CC[C@]2(COCCCNCCC#N)CC[C@]3(C)[C@H](CC[C@@H]4[C@@]5(C)CC[C@H](OCCCNCCC#N)C(C)(C)[C@@H]5CC[C@]43C)[C@@H]12,98,33,24,·,37,105,49,72,42
CCCC(=O)N1CCCCC1CC (stereo unspecified),111,111,102,100,115,127,101,120,97
CC(/C=N/NC(N)=S)Cc1ccc(C(C)C)cc1 (stereo unspecified),86,51,30,-27*,64,104,67,26,83
CSCCC1NC(=O)C(/C(C)=N\NC(N)=O)=C1O (stereo unspecified),108,103,104,91,110,115,94,104,106
O=C(Cc1ccc([N+](=O)[O-])cc1)c1ccccc1,94,102,103,·,104,102,102,101,104
NC(N)=N/N=C/c1ccccn1,109,106,106,105,107,102,102,110,101
CCOC(=O)c1c2c(c(C)n1Cc1ccc(OC)cc1)-c1[nH]c(=O)ncc1CC2,120,109,112,110,105,128,103,·,130
COc1cc2c3c([nH]c(=O)c2cc1OC)CCCC3,117,96,107,92,103,102,96,120,98
O=C(CN1CCCCC1)Nc1cccc(-c2cc3ccccc3[nH]2)c1,101,85,91,85,93,92,86,94,88
CCCN1CC(C(=O)OCC)C(=O)C1=O (stereo unspecified),104,105,100,93,110,103,101,113,103
CCN1CCCc2ccccc21,96,87,97,107,94,102,73,88,99
C/C(=N\Nc1ncc(-c2ccc(C)cc2)s1)c1cc2ccccc2o1,101,90,98,59,101,97,84,90,93
COc1ccc2c(c1)sc1nc(-c3c[nH]c4ccccc34)c(Nc3ccccc3)n12,97,83,105,89,97,99,93,90,95
N#Cc1ccccc1-c1ccc(CN2C(=O)S/C(=C\c3ccc(Br)cc3)C2=O)cc1,94,97,90,95,94,101,87,98,106
COc1ccc(N=Nc2c(N)nn3c(-c4ccc(OC)c(OC)c4)c4[nH]c(=O)nc(N)c4nc23)cc1,85,96,99,93,101,104,96,83,105
Cc1cc(Cl)nc(N(CCNc2ccnc3cc(Cl)ccc23)Cc2ccco2)n1,123,46,53,53,45,71,70,38,32
CC1=C(C#N)C(=O)NC(C)C1 (stereo unspecified),103,93,110,107,102,106,111,105,107

# Assay outcomes deposited in PubChem BioAssay by NCI.
